Candida biofilm: kills Candida albicans biofilms. C. albicans biofilm + clotrimazole, Alamar Blue. inhibition, % at 6 µM. 0.14% of 85,000 active. AID 834;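 active = inhibition above 20%; inactive = inhibition below 20%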;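 also: preformed 24 hr biofilms exposed to compound for 48 hr; 0% = biofilm without compound and 100% = blank killed by clotrimazole plus chlorhexidine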
Smad3 inh: Smad3 (human) transcription factor binding inhibition; P84022; 0.29% of 88,000 active; TR-FRET Smad3/Dy647-FoxH1 peptide binding, europium anti-His; inhibition, % at 25 µM; AID 630;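 active = compounds that reduce the energy-transfer binding signal between the protein and its labelled peptide by more than half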;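 also: 0% = Smad3 plus labelled peptide maximal FRET and 100% = peptide-only background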
Target sequence (P84022 whole entry, looked up): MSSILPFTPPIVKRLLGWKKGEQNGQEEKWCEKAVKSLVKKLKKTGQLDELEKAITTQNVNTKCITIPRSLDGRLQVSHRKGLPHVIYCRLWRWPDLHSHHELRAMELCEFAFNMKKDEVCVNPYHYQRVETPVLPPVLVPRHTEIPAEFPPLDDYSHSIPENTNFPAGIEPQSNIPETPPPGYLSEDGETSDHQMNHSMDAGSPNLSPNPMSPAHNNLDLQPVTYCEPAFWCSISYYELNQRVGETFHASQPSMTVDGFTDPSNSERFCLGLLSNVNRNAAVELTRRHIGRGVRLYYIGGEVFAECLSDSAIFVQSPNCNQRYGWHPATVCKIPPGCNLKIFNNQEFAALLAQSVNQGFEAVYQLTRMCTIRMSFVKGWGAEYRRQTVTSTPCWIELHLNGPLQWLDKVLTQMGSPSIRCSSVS
hDAT+cocaine: changed human dopamine transporter uptake under cocaine IC80; Q01959; LLC-PK1 hDAT cells, [14C]-dopamine uptake with cocaine IC80; actives deviate in either direction; B-score at 10 µM; 1.3% of 110,000 active; AID 449768;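 active = Z score or B-score, a plate-position-corrected score, falls beyond the plate's 99.7% confidence bounds, in either direction; inactive = both scores lie inside the 99.7% bounds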;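 also: scored against the spread of the other compound wells on the same plate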
Target sequence (Q01959 whole entry, looked up): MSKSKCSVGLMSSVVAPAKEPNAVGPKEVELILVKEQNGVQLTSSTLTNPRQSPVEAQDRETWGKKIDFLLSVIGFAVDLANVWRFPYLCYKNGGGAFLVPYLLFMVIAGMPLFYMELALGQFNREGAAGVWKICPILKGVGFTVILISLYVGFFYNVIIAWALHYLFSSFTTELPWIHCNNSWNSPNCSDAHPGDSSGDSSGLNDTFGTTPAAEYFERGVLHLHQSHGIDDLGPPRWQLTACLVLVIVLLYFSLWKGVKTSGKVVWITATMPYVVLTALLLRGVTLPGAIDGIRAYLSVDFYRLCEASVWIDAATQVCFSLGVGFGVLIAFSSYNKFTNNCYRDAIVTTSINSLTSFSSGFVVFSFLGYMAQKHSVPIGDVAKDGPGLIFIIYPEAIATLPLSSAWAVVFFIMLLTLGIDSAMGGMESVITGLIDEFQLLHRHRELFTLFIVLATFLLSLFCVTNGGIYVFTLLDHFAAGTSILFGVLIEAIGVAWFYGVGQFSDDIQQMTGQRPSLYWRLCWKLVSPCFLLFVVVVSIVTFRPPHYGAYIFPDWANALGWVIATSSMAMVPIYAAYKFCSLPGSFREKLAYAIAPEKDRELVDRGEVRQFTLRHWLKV
MT1-MMP txn act: activates MT1-MMP transcription. HT1080 MT1-MMP promoter luciferase reporter, luminescence, overnight; stronger effect = higher value. activation factor at 10 µM. 0.16% of 86,000 active. AID 750;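 active = activation factor of at least 2 for MT1-MMP transcription at 10 µM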
* hit, by the source's call; x = not tested or not shown; & = joins results of further samples; [ ] = another dose, or the depositor's remark. These rows are one share of the data, so the mix of outcomes need not match the whole.

Start of the data: the first 3 records, to show the layout:
nr	Structure	MT1-MMP txn act	Candida biofilm
1	CCOC(=O)Cc1c(C)nc2c(-c3ccc(Cl)cc3)c[nH]n2c1=O	1.2	-8
2	CCOc1ccc(/C(O)=C2/C(=O)C(=O)N(CCN(CC)CC)C2c2ccco2)cc1 (centres undefined)	1.3	3
3	CC1(C)CN(O)CCN1O	1	2

nr	hDAT+cocaine	Smad3 inh
1	x	2
2	x	-5
3	x	-6

All compounds of this part, from the start:
nr	Structure	MT1-MMP txn act	Candida biofilm
1	CCOC(=O)Cc1c(C)nc2c(-c3ccc(Cl)cc3)c[nH]n2c1=O	1.2	-8
2	CCOc1ccc(/C(O)=C2/C(=O)C(=O)N(CCN(CC)CC)C2c2ccco2)cc1 (centres undefined)	1.3	3
3	CC1(C)CN(O)CCN1O	1	2
4	NCc1ccc(-c2nc3ccccc3o2)cc1	0.9	7
5	CN(C)C(=O)Oc1cccc([N+](C)(C)C)c1	1.1&1	11&7
6	Cn1c(=O)c2c(SCC(=O)NCC3CCCO3)nc(-c3cccs3)nc2n(C)c1=O (centres undefined)	1	0
7	COCCNC(=O)c1cc2c(-c3ccccc3F)nn(C)c2s1	1.2	-3
8	O=C(O)CCCc1ccccc1	1	-3

nr	hDAT+cocaine	Smad3 inh
1	x	2
2	x	-5
3	x	-6
4	x	1
5	x	-10&-2
6	x	-46
7	x	-1
8	x	10

The listing continues.
nr	Structure	MT1-MMP txn act	Candida biofilm
9	COc1ccc(Cc2nnc(NC(=O)Cc3cccs3)s2)cc1	1	3
10	Cc1cc(C)c2c(n1)nn1c(N3CCN(Cc4ccccc4)CC3)cc(C)nc21	1.2	-1
11	CCN(CC)CCN1C(=O)C(=O)/C(=C(/O)c2ccc(OCC(C)C)cc2)C1c1ccncc1 (centres undefined)	1	-1
12	O=C(CCn1c(=O)oc2ccccc21)NCc1ccco1	1.1	10
13	Cc1ccc2c(c1)N(CCCC(=O)NCc1cccnc1)C(=O)CO2	1.1	16
14	CC(C)N1C(=O)CCC1C(=O)NCc1ccccc1Cl (centres undefined)	1.2	2
15	CN1C(=O)CSc2ccc(NC(=O)N3CCN(c4ccccn4)CC3)cc21	0.9	-5
16	O=C(NCc1ccccn1)c1nnc(Cc2ccc(Cl)cc2)o1	1.1	6

nr	hDAT+cocaine	Smad3 inh
9	x	8
10	x	8
11	x	-3
12	x	-5
13	x	-18
14	x	2
15	x	5
16	x	-6

Other records.
nr	Structure	MT1-MMP txn act	Candida biofilm
17	COC(=O)[C@@H](N)Cc1ccc(O)cc1	0.9	12
18	COC(=O)C1=C(N)Oc2cc(C)n(C)c(=O)c2C1c1ccc(Cl)cc1 (centres undefined)	0.9	9
19	O=C(CN1CCOc2ccccc21)N1CCCC1	1.1	6
20	Cn1c(=O)c2c(nc(SCC(=O)N3CCc4ccccc43)n2Cc2ccccc2)n(C)c1=O	1.1	5
21	CCN(CC)CCN1C(=O)C(=O)/C(=C(/O)c2ccc(Cl)cc2)C1c1ccncc1 (centres undefined)	1.3	8
22	COC(=O)c1ccc(C2/C(=C(\O)c3cccc(OC)c3)C(=O)C(=O)N2CCCN(C)C)cc1 (centres undefined)	1	2
23	CCn1c(SCC(=O)Nc2ccccc2C(=O)OC)nc2c1c(=O)n(C)c(=O)n2C	1.1	5
24	Cc1ccc2cc(CN(Cc3cccs3)Cc3nnnn3C(C)(C)C)c3nnnn3c2c1	1.2	1

nr	hDAT+cocaine	Smad3 inh
17	x	4
18	x	6
19	x	-7
20	x	-2
21	x	-10
22	x	-14
23	x	-4
24	x	11

Individual results from above.
Smad3 inh, compound 23 = -4
Candida biofilm, compound 19 = 6
Candida biofilm, compound 21 = 8
Candida biofilm, compound 20 = 5
Smad3 inh, compound 22 = -14
Candida biofilm, compound 17 = 12

(further entries)
nr	Structure	MT1-MMP txn act	Candida biofilm
25	CCn1cc(C(=O)NCc2ccc3c(c2)OCO3)c(=O)c2ccc(C)nc21	1.1	5
26	O=C(c1ccco1)N1CCCC(c2nc(-c3ccc(S(=O)(=O)NCc4ccccc4)cc3)no2)C1 (centres undefined)	1	3
27	COc1ccc(-c2nc(N3CCCC3)nc3nn4c(C)cc(C)nc4c23)cc1	1.1	5
28	Cc1nnc(Nc2ccccn2)c2ccccc12	1.1	2
29	Cc1cc2oc(=O)cc(COC(=O)c3cccc(N(C)C)c3)c2cc1C	1.2	4
30	CCc1cc(C(=O)Cc2ccc(F)cc2)c(O)cc1O	1.1	3
31	Cn1c(O)c(C=Nc2ccc(Cc3ccncc3)cc2)c(=O)n(C)c1=O	1.1	5
32	Cc1ccc(OCc2nn3c(-c4n[nH]c5c4CCC5)nnc3s2)cc1	1.1	7

nr	hDAT+cocaine	Smad3 inh
25	x	11[fluorescence artefact?]
26	x	1
27	x	3
28	x	10
29	x	-3
30	x	8
31	x	4
32	x	-15

Continuation.
nr	Structure	MT1-MMP txn act	Candida biofilm
33	CCn1c(SCc2nc3ccccc3s2)nc2cc(S(=O)(=O)N3CCOCC3)ccc21	1.6	-4
34	CCN(CC)CCCN1C(=O)C(O)=C(C(=O)c2ccco2)C1c1cc(OC)ccc1OC (centres undefined)	1	3
35	O=C(Nc1nnc(CC(=O)N2CCCC2)s1)c1cnccn1	1.1	3
36	COc1ccc(C2C(C#N)=C(SC)NC3=C2C(=O)CC(C)(C)C3)cc1 (centres undefined)	1.2	8
37	Cc1ccc(N2CCN(C(=O)C3CCN(S(=O)(=O)c4cccc5nsnc45)CC3)CC2C)cc1 (centres undefined)	1.1	5
38	O=C(O)C1CC=CCC1C(=O)N1CCN(c2nc(-c3ccccc3Cl)c3cc(Br)ccc3n2)CC1 (centres undefined)	1.1	5
39	Cn1c(=O)c2c(nc(N3CCOCC3)n2CC(=O)c2ccccc2)n(C)c1=O	1	11
40	CC1Cc2ccccc2N1C(=O)CSc1nnc(-c2ccc(S(=O)(=O)N3CCCCC3)cc2)o1 (centres undefined)	1.1	5

nr	hDAT+cocaine	Smad3 inh
33	x	4
34	x	4
35	x	8
36	x	5
37	x	3
38	x	19[fluorescence artefact?]
39	x	-5
40	x	-3

(cont.)
nr	Structure	MT1-MMP txn act	Candida biofilm
41	Fc1ccc2[nH]c3c(N4CCN(C5CCCCC5)CC4)ncnc3c2c1	1	2
42	COc1ccc(NC(C)=O)cc1NC(=O)CN1CCN(c2ccccn2)CC1	1	5
43	Oc1c(C(Nc2ccccn2)c2ccccn2)ccc2cccnc12 (centres undefined)	0.5	6
44	CCCn1c(=O)c(C(=O)Nc2cnccn2)c(O)c2ccccc21	1.2	1
45	CC1(C)Cc2c(sc3nc(SCC#N)n(C4CCCCC4)c(=O)c23)CO1	1	5
46	Cc1ccc2cc3cc(C(=O)N(C)C4CCCCC4)oc3nc2c1	1.7	10
47	CCOc1cc(-c2cc(N)n[nH]2)cc(OCC)c1OCC	1.1	12
48	CC(C)CC(=O)Nc1ccccc1N1CCCC1	1.1	9

nr	hDAT+cocaine	Smad3 inh
41	x	-1
42	x	2
43	x	8[fluorescence artefact?]
44	x	4
45	x	3
46	x	-2
47	x	-2
48	x	1

(list continues)
nr	Structure	MT1-MMP txn act	Candida biofilm
49	Cc1ccc(S(=O)(=O)c2cc3c(=O)n4cccc(C)c4nc3n(CC3CCCO3)c2=N)cc1 (centres undefined)	1.2	-4
50	CCc1nc(SCC(=O)N2CCCc3ccccc32)c2c(=O)n(C)c(=O)n(C)c2n1	1.1	10
51	COC(=O)c1ccc(Oc2nc3ccccc3n3c(C)nnc23)cc1	1.1	4
52	Cn1c(C(=O)N2CCN(c3ccccc3F)CC2)cc2c(=O)n(C)c3ccccc3c21	1	-8
53	Cc1cc(NC(=O)CSc2nnc3c(C)cc4cc5c(cc4n23)OCO5)no1	0.9	6
54	Cc1ccccc1-n1c(Cn2c(=O)sc3ccccc32)nnc1SCC(N)=O	1.1	17
55	CCN(CC)CCCN1C(=O)C(O)=C(C(=O)c2ccc(C)o2)C1c1cccs1 (centres undefined)	1	13
56	CCOc1ccccc1C(=O)Nc1cc(=O)n(C)c(=O)n1C	1.1	5

nr	hDAT+cocaine	Smad3 inh
49	x	-4
50	x	23[fluorescence artefact?]
51	x	5
52	x	-3
53	x	3[fluorescence artefact?]
54	x	6
55	x	7
56	x	2

The results go on.
nr	Structure	MT1-MMP txn act	Candida biofilm
57	O=C(NCc1nc2ccccc2[nH]1)C1=C[C@@H](C2CC2)C[C@@H](OCc2ccc(CO)cc2)O1	x	x
58	CC/C=C/C(=O)N1CC2(CC(c3cccc(NC(=O)CCCCC)c3)=NO2)C[C@H]1C(N)=O (some centres undefined)	x	x
59	Cc1nc(C(=O)Nc2ccccc2)sc1C1(C)CC(c2cccc([N+](=O)[O-])c2)=NO1 (centres undefined)	x	x
60	Cc1ccc(S(=O)(=O)N2CCC(=O)N(C(COCc3cccc(Cl)c3)C(C)C)CC2)cc1 (centres undefined)	x	x
61	OCC[C@H]1C[C@@H](O)[C@H](O)[C@]2(CCCCO2)O1	x	x
62	C=CCOC(=O)C(=O)/C=C/c1c(C)n(C)n(-c2ccccc2)c1=O	x	x
63	Cc1cccc(COCCN2CCN(S(=O)(=O)c3ccccc3)CCC2=O)c1	x	x
64	S=C(NCc1ccc2[nH]c3c(c2c1)CCCC3)Nc1ccccc1Cl	x	x

nr	hDAT+cocaine	Smad3 inh
57	-0.89	x
58	-0.65	x
59	0.37	x
60	-0.051	x
61	-0.17	x
62	-0.67	x
63	0.63	x
64	-0.025	x

Other results
nr	Structure	MT1-MMP txn act	Candida biofilm
65	O=C1c2ccccc2S(=O)(=O)c2cc(C(=O)N3CCN(c4ccc(Cl)cn4)CC3)ccc21	x	x
66	CN1CCN(C(=O)C2=C[C@@H](c3ccccc3)C[C@@H](OCc3ccc(CO)cc3)O2)CC1	x	x
67	Cc1cccc(NC(=O)c2nc[nH]c2C(=O)N[C@@H](CC(C)C)C(=O)OCc2ccccc2)c1	x	x
68	COc1ccc(N=C2SC(C(=O)N3CCN(c4ccccc4)CC3)CC(=O)N2C)cc1 (centres undefined)	x	x
69	O=c1[nH]c(N2CCOCC2)cc2ccccc12	x	x
70	CCCCCCNC(=O)N1C/C=C\C(c2ccc(OC)cc2)N(Cc2ccc(F)cc2)C(=O)C1 (centres undefined)	x	x
71	Cc1cc(C)cc(NC(=S)NCCc2c[nH]c3ccccc23)c1	x	x
72	COCCNC(=O)c1ccc2c3n(nc2c1)-c1ccc(Cl)cc1CO3	x	x

nr	hDAT+cocaine	Smad3 inh
65	1.1	x
66	0.36	x
67	0.59	x
68	0.39	x
69	-0.27	x
70	-0.082	x
71	2.3	x
72	0.19	x

(further entries)
nr	Structure	MT1-MMP txn act	Candida biofilm
73	COc1ccc(NC(=O)c2nc(C)c(C3(C)CC(c4ccccc4)=NO3)s2)cc1 (centres undefined)	x	x
74	CCO[C@H]1OC(C(=O)N2CCN(Cc3ccccc3)CC2)=C[C@@H](c2ccccc2)[C@@H]1CCCO	x	x
75	O=S1(=O)CCOC[C@H](Cc2ccccc2)N1Cc1ccc(Cl)cc1	x	x
76	CCO[C@H]1OC(C(=O)N2CCN(C)CC2)=C[C@@H](c2csc3ccccc23)[C@@H]1CCCO	x	x

nr	hDAT+cocaine	Smad3 inh
73	-0.37	x
74	0.15	x
75	-0.2	x
76	0.16	x

Quoted at random: five records from the list
nr	Structure	MT1-MMP txn act	Candida biofilm
15	CN1C(=O)CSc2ccc(NC(=O)N3CCN(c4ccccn4)CC3)cc21	0.9	-5
19	O=C(CN1CCOc2ccccc21)N1CCCC1	1.1	6
50	CCc1nc(SCC(=O)N2CCCc3ccccc32)c2c(=O)n(C)c(=O)n(C)c2n1	1.1	10
71	Cc1cc(C)cc(NC(=S)NCCc2c[nH]c3ccccc23)c1	x	x
28	Cc1nnc(Nc2ccccn2)c2ccccc12	1.1	2

nr	hDAT+cocaine	Smad3 inh
15	x	5
19	x	-7
50	x	23[fluorescence artefact?]
71	2.3	x
28	x	10

Exported as tab-separated lines: entries from further up
no.	mol	MT1-MMP txn act	Candida biofilm	hDAT+cocaine	Smad3 inh
41	Fc1ccc2[nH]c3c(N4CCN(C5CCCCC5)CC4)ncnc3c2c1	1	2	x	-1
60	Cc1ccc(S(=O)(=O)N2CCC(=O)N(C(COCc3cccc(Cl)c3)C(C)C)CC2)cc1 (centres undefined)	x	x	-0.051	x
57	O=C(NCc1nc2ccccc2[nH]1)C1=C[C@@H](C2CC2)C[C@@H](OCc2ccc(CO)cc2)O1	x	x	-0.89	x
50	CCc1nc(SCC(=O)N2CCCc3ccccc32)c2c(=O)n(C)c(=O)n(C)c2n1	1.1	10	x	23[fluorescence artefact?]
31	Cn1c(O)c(C=Nc2ccc(Cc3ccncc3)cc2)c(=O)n(C)c1=O	1.1	5	x	4
38	O=C(O)C1CC=CCC1C(=O)N1CCN(c2nc(-c3ccccc3Cl)c3cc(Br)ccc3n2)CC1 (centres undefined)	1.1	5	x	19[fluorescence artefact?]

High-throughput results deposited in PubChem by several laboratories.
